mut p53 react – mutant p53 pathway reactivation; activation, % at 9.98 µM; SW480 PUMA-promoter luciferase; 28,000 compounds, 1.5% hits; AID 624151; in the data active means activation above about 52%
STK33 kin inh – blocks human STK33 kinase activity; ADP-Glo luminescence, MBP substrate; 27,000 compounds, 0.44% hits; AID 2322; Q9BYT3; inhibition, % at 12.5 µM; in the data active means inhibition above about 20%
Target sequence (Q9BYT3 whole entry, looked up): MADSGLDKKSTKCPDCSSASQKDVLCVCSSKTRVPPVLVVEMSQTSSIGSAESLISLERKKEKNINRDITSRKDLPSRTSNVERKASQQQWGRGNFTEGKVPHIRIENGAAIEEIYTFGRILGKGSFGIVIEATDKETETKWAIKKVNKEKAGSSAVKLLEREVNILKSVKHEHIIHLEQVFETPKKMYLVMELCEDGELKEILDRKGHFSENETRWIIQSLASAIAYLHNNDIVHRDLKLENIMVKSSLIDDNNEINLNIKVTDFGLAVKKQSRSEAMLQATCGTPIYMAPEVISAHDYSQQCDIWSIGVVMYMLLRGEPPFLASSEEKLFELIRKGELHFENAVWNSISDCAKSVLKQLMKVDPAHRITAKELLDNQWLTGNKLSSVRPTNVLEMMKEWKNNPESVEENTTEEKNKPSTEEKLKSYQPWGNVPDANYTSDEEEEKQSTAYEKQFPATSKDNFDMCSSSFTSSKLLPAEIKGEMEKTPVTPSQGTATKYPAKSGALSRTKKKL
* marks the source's active call; other numbers are inactive results; . = not tested or not shown. These rows are one share of the data, so the mix of outcomes need not match the whole.

Start of the listing, in advance:
item	molecule	mut p53 react	STK33 kin inh
1	COc1ccc(S(=O)(=O)Nc2ccc3c(c2)C(=O)N([C@H](C)CO)C[C@@H](C)[C@H](CN(C)Cc2ccc(C(F)(F)F)cc2)O3)cc1	4	-1
2	CCn1c(SCC(=O)Nc2ccc3c(c2)OCCO3)nnc1-c1cccc(Cl)c1	1	-1
3	COc1ccc(NC(=O)N(C)C[C@H]2Oc3ccc(NS(=O)(=O)c4ccc(Cl)cc4)cc3CC(=O)N([C@@H](C)CO)C[C@H]2C)cc1	.	-2
4	C[C@@H]1CCCCO[C@@H](CN(C)C(=O)CCC(F)(F)F)[C@@H](C)CN([C@H](C)CO)C(=O)c2cc(NC(=O)Nc3ccc(F)cc3)ccc2O1	-1	.
5	COc1ccccc1C1C(C(=O)c2sc(C)nc2C)C(=O)C(=O)N1CCCN1CCOCC1 (configuration not stated)	-7	1
6	C[C@H](CO)N1C[C@H](C)[C@H](CN(C)Cc2ccccn2)Oc2ncc(C#CC3(O)CCCC3)cc2C1=O	5	.
7	C[C@@H]1CN([C@H](C)CO)C(=O)c2cc(C#C[C@@H](C)O)cnc2O[C@@H]1CN(C)C(=O)c1ccccc1F	17	.

The listing, from the start:
item	molecule	mut p53 react	STK33 kin inh
1	COc1ccc(S(=O)(=O)Nc2ccc3c(c2)C(=O)N([C@H](C)CO)C[C@@H](C)[C@H](CN(C)Cc2ccc(C(F)(F)F)cc2)O3)cc1	4	-1
2	CCn1c(SCC(=O)Nc2ccc3c(c2)OCCO3)nnc1-c1cccc(Cl)c1	1	-1
3	COc1ccc(NC(=O)N(C)C[C@H]2Oc3ccc(NS(=O)(=O)c4ccc(Cl)cc4)cc3CC(=O)N([C@@H](C)CO)C[C@H]2C)cc1	.	-2
4	C[C@@H]1CCCCO[C@@H](CN(C)C(=O)CCC(F)(F)F)[C@@H](C)CN([C@H](C)CO)C(=O)c2cc(NC(=O)Nc3ccc(F)cc3)ccc2O1	-1	.
5	COc1ccccc1C1C(C(=O)c2sc(C)nc2C)C(=O)C(=O)N1CCCN1CCOCC1 (configuration not stated)	-7	1
6	C[C@H](CO)N1C[C@H](C)[C@H](CN(C)Cc2ccccn2)Oc2ncc(C#CC3(O)CCCC3)cc2C1=O	5	.
7	C[C@@H]1CN([C@H](C)CO)C(=O)c2cc(C#C[C@@H](C)O)cnc2O[C@@H]1CN(C)C(=O)c1ccccc1F	17	.
8	C[C@@H]1CN([C@@H](C)CO)C(=O)c2cccc(NS(=O)(=O)c3cn(C)cn3)c2O[C@@H]1CN(C)C	5	.
9	COc1ccccc1S(=O)(=O)N(C)C[C@@H]1OCc2ccccc2-c2c(n(C)c3ccccc23)C(=O)N([C@H](C)CO)C[C@H]1C	2	.
10	COc1ccc(OC)c(NC(=O)CSc2nnc(C)s2)c1	2	0
11	Cn1cnc2nc(NCCO)nc(NCc3ccccc3)c21	-10	0
12	CC(C)=CCC/C(C)=C/CC/C(C)=C/CSCC(=O)O	-7	0
13	C[C@H](CO)N1C[C@H](C)[C@@H](CN(C)C(=O)c2ccncc2)OCCCC[C@H](C)Oc2ccc(NS(=O)(=O)c3ccc(F)cc3)cc2C1=O	15	.
14	Cc1ccccc1-c1cnc2c(c1)C(=O)N([C@@H](C)CO)C[C@H](C)[C@H](CN(C)C(=O)c1ccccc1)O2	2	.
15	Cc1ccc(S(=O)(=O)N(C)C[C@H]2Oc3ccc(NS(=O)(=O)c4ccc(Cl)cc4)cc3CC(=O)N([C@@H](C)CO)C[C@@H]2C)cc1	.	0
16	Cc1noc(C)c1NC(=O)N(C)C[C@@H]1Oc2ncc(C#CC(C)(C)O)cc2C(=O)N([C@H](C)CO)C[C@@H]1C	6	2
17	COc1ccc(NC(=O)Nc2ccc3c(c2)CC(=O)N([C@@H](C)CO)C[C@H](C)[C@@H](CN(C)Cc2ccc(C(F)(F)F)cc2)O3)cc1	.	6
18	CCOc1ccccc1NC(=O)Cn1cnc2ccccc2c1=O	11	-10
19	CCCNC(=O)CSc1nc2nc(C)c(Cc3cccc(C)c3)c(C)n2n1	8	.
20	Cc1cc(C(=O)Nc2cccc3c2O[C@H](CN(C)Cc2ccccc2)[C@@H](C)CN([C@H](C)CO)C3=O)n(C)n1	-10	.
21	COc1ccc(S(=O)(=O)N(C)C[C@H]2Oc3ccc(NC(=O)CCC(F)(F)F)cc3CC(=O)N([C@@H](C)CO)C[C@@H]2C)cc1	.	1
22	C[C@H](CO)N1C[C@H](C)[C@@H](CN(C)C(=O)NC2CCCCC2)Oc2ccc(NS(=O)(=O)c3cccs3)cc2C1=O	-5	.
23	COc1ccc(S(=O)(=O)N(C)C[C@@H]2Oc3ncc(-c4cc5ccccc5o4)cc3C(=O)N([C@H](C)CO)C[C@@H]2C)cc1	-12	1
24	C[C@@H]1CN([C@@H](C)CO)S(=O)(=O)c2ccc(C#Cc3cccnc3)cc2O[C@H]1CN(C)C(=O)C1CC1	-25	.
25	C[C@H](CO)N1C[C@H](C)[C@@H](CN(C)C(=O)NC2CCCCC2)Oc2ccc(NS(=O)(=O)c3cn(C)cn3)cc2C1=O	1	.
26	COc1cccc(NC(=O)N(C)C[C@@H]2OCc3cnnn3CCCC(=O)N([C@@H](C)CO)C[C@@H]2C)c1	.	-2
27	O=C(Oc1ccc(C2SCCS2)cc1)C1CCCCC1	.	0
28	COc1ccc(S(=O)(=O)Nc2ccc3c(c2)C(=O)N([C@H](C)CO)C[C@@H](C)[C@H](CN(C)Cc2ccncc2)O3)cc1	9	0
29	O=C(NCc1ccco1)c1cnn2cccnc12	-3	-1
30	O=C1C(=O)N(Cc2ccco2)C(c2ccc(Cl)cc2)C1C(=O)c1cc2ccccc2o1 (configuration not stated)	7	1
31	C[C@H]1CN([C@@H](C)CO)C(=O)c2cc(-c3ccc(C#N)cc3)cnc2O[C@@H]1CN(C)C(=O)CN(C)C	-3	.
32	C[C@@H]1CN([C@@H](C)CO)C(=O)c2cc(NC(=O)Nc3ccc(F)cc3)ccc2O[C@@H]1CN(C)C(=O)Nc1ccc(F)cc1	-43	.
33	COC(=O)CNC(=O)c1cc(-c2ccccn2)nc2ccc(Cl)cc12	-14	-1
34	CN(C)CC/C=C1\c2ccccc2Sc2ccc(Cl)cc21	.	-1
35	Oc1cc2c(cc1O)CN(C(=S)NCCc1ccc(Cl)cc1)CCC2	.	0
36	C[C@@H]1CN([C@@H](C)CO)C(=O)CCCn2nncc2CO[C@H]1CN(C)C(=O)c1ccncc1	.	-4
37	C[C@H](CO)N1C[C@H](C)[C@H](CN(C)C(=O)Nc2ccc3c(c2)OCO3)Oc2ccc(NC(=O)Cc3ccccc3)cc2CC1=O	7	0
38	CCC(=O)c1cn(CC(=O)Nc2cccc(C(F)(F)F)c2)c2ccccc12	-4	-1
39	O=C(CSc1nc2sc3c(c2c(=O)[nH]1)CCCC3)N(c1ccccc1)c1ccccc1	0	2
40	CCCNC(=O)c1ccccc1NC(=O)C1COc2ccccc2O1 (configuration not stated)	3	-3
41	CCOC(=O)c1c(NC(=O)C2(C)Cc3ccccc3C(=O)O2)sc2c1CCCC2 (configuration not stated)	-5	1
42	Cc1ccc(-c2csc3ncnc(SCC(=O)Nc4ccc(S(N)(=O)=O)cc4)c23)cc1	7	2
43	C/C=C(/C)C(=O)O[C@@H]1c2cc(OC)c(OC)cc2-c2c(ccc(OC)c2OC)C[C@H]2C(=O)OC[C@H]12	-29	-5
44	OC1(c2ccc3c(c2)OCO3)OCC2C(c3ccc4c(c3)OCO4)OCC21O (configuration not stated)	6	0
45	Cc1c(Cl)cccc1NC(=O)CSc1nccc(=O)[nH]1	0	0
46	O=c1[nH]c2ccccc2n1CCCSc1nc2ccccc2[nH]1	.	1
47	NC(=O)COc1ccc(S(=O)(=O)N2CCOCC2)cc1	-3	0
48	CC(C)NC(=O)N(C)C[C@H]1Oc2ccc(NC(=O)Nc3cccc4ccccc34)cc2C(=O)N([C@@H](C)CO)C[C@@H]1C	.	-1
49	COc1ccc([Si](C)(C)[C@H]2[C@H](CCn3cc([C@H](O)c4ccccc4)nn3)O[C@@]3(C(=O)N(Cc4ccc(N5CCC5=O)cc4)c4ccccc43)[C@@H]2C)cc1	.	3
50	C[C@@H]1CN([C@H](C)CO)C(=O)Cc2cc(NC(=O)Nc3ccc(C(F)(F)F)cc3)ccc2O[C@@H]1CN(C)C(=O)Nc1cccc2ccccc12	.	-1

New compounds follow:
item	molecule	mut p53 react	STK33 kin inh
51	CC(C)NC(=O)N(C)C[C@@H]1Oc2ccc(NC(=O)Nc3ccccc3)cc2CC(=O)N([C@H](C)CO)C[C@@H]1C	.	-3
52	COc1cc(-c2nnc(SCC(=O)c3ccc(-c4ccccc4)cc3)n2C)cc(OC)c1OC	15	1
53	Cc1noc(C)c1NC(=O)N(C)C[C@H]1Oc2ccc(NC(=O)Cn3cnnn3)cc2C(=O)N([C@@H](C)CO)C[C@H]1C	-2	.
54	O=C(CC1(O)C(=O)N(Cc2ccccc2)c2ccc(Br)cc21)c1ccccc1[N+](=O)[O-] (configuration not stated)	5	-2
55	C[C@H](CO)N1C[C@H](C)[C@@H](CN(C)Cc2ccc(Cl)c(Cl)c2)Oc2c(NS(C)(=O)=O)cccc2C1=O	-4	.
56	Cc1noc(C)c1NC(=O)Nc1cccc2c1O[C@H](CN(C)C(=O)NC1CCCCC1)[C@H](C)CN([C@@H](C)CO)C2=O	-11	.
57	CC(C)NC(=O)Nc1ccc2c(c1)C(=O)N([C@@H](C)CO)C[C@H](C)[C@@H](CN(C)S(=O)(=O)c1cccs1)OCCCC[C@@H](C)O2	-2	.
58	O=S(=O)(NCc1cccnc1)c1ccc(C2CCCCC2)cc1	-9	-2
59	Cc1noc(C)c1S(=O)(=O)N(C)C[C@H]1OCc2ccccc2-c2c(n(C)c3ccccc23)C(=O)N([C@@H](C)CO)C[C@H]1C	-15	.
60	CC(=O)OCC(=O)[C@@]1(O)CCC2C3CCC4=CC(=O)CC[C@]4(C)C3[C@@H](O)C[C@@]21C (some centres not stated)	.	4
61	Cc1cc(C)cc(N2C(=O)CC(SCC(=O)Nc3ccc(Cl)cc3)C2=O)c1 (configuration not stated)	-4	-1
62	Cc1cc(C(=O)NCc2ccco2)no1	-7	1
63	CC(C)NC(=O)N(C)C[C@@H]1Oc2ccc(NC(=O)C3CC3)cc2CC(=O)N([C@H](C)CO)C[C@@H]1C	4	2
64	O=C1CCC(=O)N1CCOP1(=O)COc2ccccc2OC1	8	.
65	C[C@H](CO)N1C[C@H](C)[C@H](CN(C)S(=O)(=O)c2cccs2)OCCCC[C@H](C)Oc2ccc(NC(=O)Cc3ccccc3)cc2C1=O	-21	.
66	COc1ccc(NC(=O)CC2NC(=O)NC2=O)cc1 (configuration not stated)	1	1
67	NC(=O)COc1ccc(Br)cc1C1C2=C(CCCC2=O)NC2=C1C(=O)CCC2	-6	7
68	COCCNC(=O)C[C@H]1C[C@@H]2c3cc(NS(=O)(=O)c4ccccc4)ccc3O[C@@H]2[C@@H](CO)O1	0	.
69	CN(C)CC/C=C1/c2ccccc2COc2ccccc21	.	-13
70	COc1cccc(S(=O)(=O)N(C)C[C@@H]2Oc3ncc(C#CC(C)C)cc3C(=O)N([C@@H](C)CO)C[C@@H]2C)c1	23	.
71	C[C@H]1CN([C@@H](C)CO)C(=O)c2cc(NS(C)(=O)=O)ccc2O[C@@H]1CN(C)CC1CCCCC1	.	0
72	Cc1ccc(-c2nc(SCC(=O)Nc3cccc(Br)c3)n[nH]2)cc1	42	7
73	C=CC1c2cc(O)c(OC)cc2CCN1Cc1sc2ccccc2c1Cl (configuration not stated)	.	1
74	C=C1C(=O)O[C@@H]2/C=C(/CO[C@@H]3O[C@H](CO)[C@@H](O)[C@H](O)[C@H]3O)CC/C=C(/C=O)C[C@H](O)[C@@H]12	14	1
75	Cn1c(SCC(=O)Nc2ccc(Oc3ccccc3)cc2)nnc1-c1ccncc1	23	-1

2 entries from above, field by field.
48: CC(C)NC(=O)N(C)C[C@H]1Oc2ccc(NC(=O)Nc3cccc4ccccc34)cc2C(=O)N([C@@H](C)CO)C[C@@H]1C
- mut p53 react: .
- STK33 kin inh: -1
35: Oc1cc2c(cc1O)CN(C(=S)NCCc1ccc(Cl)cc1)CCC2
- mut p53 react: .
- STK33 kin inh: 0

Remaining list, next part:
item	molecule	mut p53 react	STK33 kin inh
76	C[C@@H]1CN([C@H](C)CO)C(=O)c2cccc(NC(=O)Nc3ccccc3)c2O[C@H]1CN(C)S(C)(=O)=O	.	1
77	Cc1noc(C)c1S(=O)(=O)Nc1cccc2c1O[C@@H](CN(C)Cc1ccc(C(F)(F)F)cc1)[C@@H](C)CN([C@@H](C)CO)C2=O	-2	.
78	O=C1O[C@@H](c2ccccc2)[C@@H](c2ccccc2)N2[C@@H](c3ccc(OCCO)cc3)[C@]3(C(=O)Nc4ccccc43)[C@@H](C(=O)N3CCCCCCC3)[C@H]12	.	15
79	CC1(CC(=O)O)CCC2(O1)C(CO)=CCC1C(C)(C)C(O)CCC12C (configuration not stated)	3	-4
80	CCn1c(SCC(=O)Nc2ccc(F)c(Cl)c2)nnc1-c1ccc(Cl)cc1Cl	-22	4
81	CCc1ccccc1N(CC(=O)NC)S(C)(=O)=O	0	-3
82	C[C@@H]1CN([C@H](C)CO)C(=O)c2cc(NC(=O)c3ccncc3)ccc2O[C@@H]1CN(C)C(=O)Nc1ccc2c(c1)OCO2	10	.
83	Cc1nn(C(C)(C)C)c(OC(=O)c2cccc(Br)c2)c1S(=O)(=O)c1ccccc1	-44	0
84	C[C@@H]1CN([C@H](C)CO)C(=O)c2cc(-c3ccccc3)cnc2O[C@H]1CN(C)C(=O)C1CCOCC1	2	.
85	Cc1ccc(C)c(NC(=O)c2ccc(OCC(=O)Nc3ccc(Cl)c(Cl)c3)cc2)c1	-2	3
86	COc1ccccc1NC(=O)C1=C(C)Nc2nnnn2C1c1ccccc1OCc1ccccc1 (configuration not stated)	11	1

Assay outcomes deposited in PubChem by Broad Institute.
